HT1080 IDH1KD tx = qHTS for induction of synthetic lethality in tumor cells producing 2HG: qHTS for the HT-1080-IDH1KD cell line | AID 686971, 2013 | Potency, µM (series often up to 46.1 µM), inactives show at the highest dose activity, negative = toxicity, most hits filed as cytotoxic | HT-1080 IDH1 knockdown viability, ATP luminescence, 48 h | 360,000 tested, 2% active;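 note: potency is the fitted concentration of half-maximal effect; 0% = DMSO wells and -100% = cell-free medium wells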
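CellTiter-Glo luminescence after 48 h compound exposure at 37 degrees C of IDH1-knockdown HT-1080 cells in 5% FBS RPMI. %Activity scaled between DMSO wells and cell-free media wells, with curves fitted and assigned curve classes.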
ATXN viability = Viability Counterscreen for Primary qHTS for Inhibitors of ATXN expression. S2 cells (HEK-293 line with an ATXN2-luciferase reporter) viability, CellTiter-Fluor protease fluorescence, 24 h. Potency, µM (series often up to 56.7 µM), actives largely listed as cytotoxic. 400,000 tested, 0.49% active. AID 651635, 2014; note: potency is the fitted concentration of half-maximal effect; nearly all actives have a fitted effect of over 40% in size
MCF10A rerep = A quantitative high throughput screen for small molecules that induce DNA re-replication in MCF 10a normal breast cells; Potency, µM (highest dose often 46.1 µM), without a hit: at the top dose activity, positive = re-replication, most hits filed as activators; AID 624296, 2012; 350,000 tested, 2.9% active; MCF 10A DNA re-replication, Hoechst nuclear intensity, 48 h; note: potency is the fitted concentration of half-maximal effect; % of control where 0% means no effect; nearly all actives have a fitted effect of over 50% in size
SW480 rereplic = A quantitative high throughput screen for small molecules that induce DNA re-replication in SW480 colon adenocarcinoma cells; SW480 DNA re-replication, Hoechst DNA content imaging, 48 h; Potency, µM (series often up to 46.1 µM), without a hit: at the top dose re-replication activation, hits mostly activators; 340,000 tested, 1.8% active; AID 624297, 2012; note: potency is the fitted concentration of half-maximal effect; % of control where 0% means no effect; nearly all actives have a fitted effect of over 55% in size
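Per well, 250 cells were exposed to pinned compound for 48 hr. Nuclear DNA was visualised with Hoechst (40 min, 37 C) and total object intensity recorded by fluorescence scanning.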
KB-3-1 tox = qHTS assay for MDR1-selective chemotherapeutics: Primary screen using the parental adenocarcinoma cell KB-3-1. KB-3-1 viability, CellTiter-Glo ATP luminescence, 72 h. 400,000 tested, 1.4% active. AID 1347075, 2019. Potency, µM (top dose mostly 46.1 µM), inactives show top-dose activity change, negative = cytotoxic, usual class: cytotoxic; note: potency is the fitted concentration of half-maximal effect; % is set by controls: 0 for no effect and ±100 for the full control effect; nearly all actives have a fitted effect of over 60% in size
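72 h, 37 °C compound treatment of KB-3-1 parental cells; CellTiter-Glo added, 10 min, luminescence read. Data corrected against DMSO-only plates and normalized before curve fitting.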
IL1B secr inh = qHTS for Inhibitors of Inflammasome Signaling: IL-1-beta AlphaLISA Primary Screen. 360,000 tested, 4.7% active. activity change, % at 57.5 µM. THP-1 LPS/ATP IL-1B secretion, AlphaLISA, 16 h; active compounds read low; in the data active = activity change below about -50%; inconclusive = mostly about -30% to -49%; note: % is set by controls: 0 for no effect and ±100 for the full control effect
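Secreted IL-1B measured by AlphaLISA bead assay after 16 h compound exposure of THP-1 cells; compounds (final up to 57.5 uM) added 1 h before LPS (250 ng/mL) and ATP (1.25 mM) stimulation; lower signal means less secretion.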
HT1080-NT tox = qHTS for induction of synthetic lethality in tumor cells producing 2HG: qHTS for the HT-1080-NT fibrosarcoma cell line; HT-1080-NT fibrosarcoma viability, CellTiter-Glo ATP luminescence, 48 h; Potency, µM (series often up to 46.1 µM), inactives show at the highest dose activity, negative = less viability, actives largely listed as cytotoxic; 360,000 tested, 1.6% active; AID 686970, 2013;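 note: NT is the 2HG producing partner of a matched IDH1 knockdown line; potency is the fitted concentration of half-maximal effect; 0% = DMSO-treated cells and -100% = media-only wells without cells; nearly all actives have a fitted effect of over 55% in size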
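Read-out is CellTiter-Glo luminescence after 10 minutes at room temperature, following 48 hours' compound treatment of HT-1080-NT cells (750 cells/well, RPMI, 5% FBS, 37 degrees C).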
ATXN2 expr inh = Primary qHTS for Inhibitors of ATXN expression; 360,000 tested, 0.72% active; Potency, µM (series often up to 57 µM), inactives show at the top dose activity change, negative = inhibition, hits mostly inhibitors; HEK-293 ATXN2-luciferase reporter, luminescence, 24 h; note: potency is the fitted concentration of half-maximal effect; % is set by controls: 0 for no effect and ±100 for the full control effect; nearly all actives have a fitted effect of over 55% in size
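ATXN2-luciferase reporter cells (luciferase flanked by upstream and downstream ATXN2 gene portions) were treated 24 h at 37 °C with compounds at up to 57 uM. SteadyGlo luminescence gave expression; GF-AFC fluorescence gave viability.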
HepG2 tox = qHTS for Inhibitors of TGF-b: Cytotox Counterscreen. Potency, µM (series often up to 46.1 µM), for the others: at the top dose activity change, negative = cytotoxicity, most hits filed as cytotoxic. HepG2 CAGA-GFP viability, ATP luminescence, 18 h. 410,000 tested, 0.76% active; note: potency is the fitted concentration of half-maximal effect; some results filed as inactive show a strong effect at the top dose
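CellTiter-Glo luminescence gave cytotoxicity after 18 hours at 37 degrees C. The cells were HepG2 CAGA-GFP in 1% FBS DMEM, stimulated with 500 pg/mL TGF-beta after compound addition. %Activity was normalised to no-cell wells (complete cell-killing) and DMSO (no toxicity), and curves were fitted and classified.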
Active calls of the source: *; i = inactive; ? = inconclusive; · = no result given; [ ] = dose if it differs, or a comment. Unless noted, calls come from the whole dose curve; as a rule, active = well fitted curve in the direction sought with a large enough effect; inconclusive = small, poorly fitted or top-dose-only effect, or another doubt; inactive = no such curve, though single readings can be large; an effect the other way counts as inactive or inconclusive.

SMILES	HT1080 IDH1KD tx	ATXN viability	MCF10A rerep	SW480 rereplic	KB-3-1 tox	IL1B secr inh	HT1080-NT tox	ATXN2 expr inh	HepG2 tox
CCc1ccc([C@@H]2CC(=O)[C@@H]3CN(S(=O)(=O)c4ccc(C)cc4)[C@H](c4ccc(Cl)cc4)C[C@@H]3N2S(=O)(=O)c2ccc(C)cc2)cc1	23%	?	·	·	0%	10	13%	9%	4%
Cc1ccc(SCC(=O)Nc2ccc(N3CCOCC3)cc2)cc1	-3%	i	17%	-5%	0%	3	-1%	·	-20%
Cc1ccc(C)c(-c2[nH]c3c(c2-c2c(-n4cccc4)n(C)c(=O)n(C)c2=O)c(=O)n(C)c(=O)n3C)c1	·	i	·	·	23%	·	·	7%	-12%
COC(=O)CC(NC(=O)Nc1ccc(C)cc1)c1cccc([N+](=O)[O-])c1 (configuration not stated)	0%	i	-2%	-76%[inhibitor]	-5%	10	-4%	·	-4%
CC1CCCN(c2nc3ccccc3nc2C(C#N)S(=O)(=O)c2ccccc2)C1 (configuration not stated)	15%	?	?	-2%	?	-29	7%	1%	-11%
COc1ccc(Cn2nnnc2C(C(C)C)N(Cc2ccco2)Cc2cccs2)cc1 (configuration not stated)	-11%	i	30%	9%	?	-11	-4%	-20%	8%
Cc1ccc(OCC(=O)Nc2cccc(S(=O)(=O)N3CCCC3)c2)cc1C	0%	?	·	·	0%	5	-1%	·	1%
CCOC(=O)CCCCCC(=O)Nc1ccc2c(c1)C(=O)N([C@@H](C)CO)C[C@H](C)[C@H](CN(C)C(=O)NC(C)C)OCCCC[C@H](C)O2	4%	i	·	·	-9%	3	-2%	-10%	-19%
CC(=O)c1cccc(N(C(=O)c2ccccn2)C(C(=O)NC2CCCCC2)c2cccs2)c1 (configuration not stated)	0%	i	6%	-1%	10%	11	4%	1%	0%
CCCCN(C(=O)/C=C/c1ccco1)c1c(N)n(CCC)c(=O)[nH]c1=O	11%	i	0%	1%	-5%	-19	6%	0%	11%
CCc1nnc(NS(=O)(=O)c2ccc(N=Cc3c(C)[nH]n(-c4ccc(C)cc4)c3=O)cc2)s1	?	i	-9%	-6%	?	26	?	9%	8.9µM*
O=C(Nc1cc(F)ccc1F)c1cnn2c(C(F)F)cc(-c3ccccc3)nc12	·	i	·	·	10%	·	·	-6%	-2%
CCCCN(Cc1ccccc1)C(=O)C1CCCN(S(=O)(=O)c2cnc[nH]2)C1 (configuration not stated)	1%	i	1%	-3%	-5%	26	0%	-6%	-3%
CC1(c2nnnn2-c2ccc3c(c2)OCCO3)CCC(=O)N1CCCn1ccnc1 (configuration not stated)	19%	i	·	·	2%	7	27%	0%	·
CC(=O)NCC(c1cccs1)S(=O)(=O)c1ccc(F)cc1 (configuration not stated)	4%	i	3%	1%	11%	0	11%	14%	-1%
Cc1ccc(C)c(OC(=O)c2cncc(Br)c2)c1	5%	i	-1%	-5%	8%	10	12%	7%	7%
Cc1cc(F)ccc1-c1cc(C(=O)N2CCN(c3ccncc3)CC2)[nH]n1	-8%	i	·	·	-1%	?	-19%	?	-25%
CCOC(=O)C1=C(CC)Nc2ccccc2N=C1NC(=O)c1ccc(S(=O)(=O)N2CCOCC2)cc1	7%	i	-2%	-50%[inhibitor]	-14%	-17	8%	-4%	23%
Cc1c(NC(=O)CSc2nccn2C)c(=O)n(-c2ccccc2)n1C	?	i	-7%	-3%	-5%	14	4%	-4%	3%
Cn1c(=O)[nH]c2c(Cl)nccc21	2%	i	1%	-21%	5%	10	-7%	-4%	-4%
CN(CC(=O)NC(=O)NCc1ccco1)Cc1nc2ccccc2c(=O)[nH]1	11µM*	i	?	5.2µM*	0%	0	?	3%	-1%
Cc1cccc(NC(=S)NNC(=O)Cc2ccccc2)c1	0%	i	-1%	-106%[inhibitor]	-4%	11	-9%	3%	-4%
O=C1NC[C@H](Cc2ccccc2)N(CC2CCN(CCC3CCCC3)CC2)C1=O	-2%	i	?	5%	-12%	10	-3%	0%	-10%
Cc1cc(C)cc(NC(=O)CN(c2cc(C(F)(F)F)ccc2Cl)S(=O)(=O)c2ccccc2)c1	·	i	·	·	1%	·	·	3%	-35%
C=CCNc1ncnc2c1ncn2[C@H]1CN(Cc2ccco2)C[C@@H](CO)O1	9%	i	·	·	0%	0	?	4%	2%
CCOc1ccc2nc(N3CCC(C(=O)N4CCN(C5CCCCC5)CC4)CC3)sc2c1	2%	i	0%	-14%	-2%	-1	-1%	4%	-23%
O=C(NCCc1csc(-c2cccc(F)c2)n1)c1ccc(Br)o1	·	?	·	·	-10%	·	·	?	-25%
Fc1ccccc1CSc1nnc(Cn2cnc3ccccc32)n1-c1ccccc1	-2%	i	11%	12%	-3%	-7	-2%	-2%	0%
CCOC(=O)c1sc(NC(=O)c2ccc3nc[nH]c3c2)nc1C	?	i	2%	-15%	7%	-9	1%	25%	-10%
O=C(NC(=S)Nc1cccc2cnccc12)c1ccccc1	-3%	i	-5%	29%	-4%	12	-2%	25%	-4%
Cc1ccc(-n2nnnc2SCC(=O)N2CCc3ccccc3C2)cc1	3%	i	-1%	0%	-6%	-20	0%	6%	-42%
O=C(Nc1cccnc1)c1ccc([N+](=O)[O-])cc1Cl	19%	i	-8%	2%	19%	-16	24%	10%	-14%
O=C(NC1CCCCCC1)C(=O)NC1CCCC1	20%	i	1%	0%	2%	11	15%	34%	-17%
Fc1ccc(-n2ncc3c(SCc4cccnc4)ncnc32)cc1	7%	?	?	-2%	?	?	0%	45%[activator]	-22%
O=C(Cc1ccccc1)Nc1ccc(NC(=O)c2cccs2)cc1	?	i	-3%	4%	3%	-16	?	14%	5%
CC(C)c1cccc(C(C)C)c1NC(=O)CCl	-5%	i	0%	22%	?	-83*	2%	-26%	-3%
CCOc1cc(CNCCO)cc(Br)c1OCc1ccc(Cl)cc1Cl	21µM*	·	?	?	?	-101*	?	20µM*	16µM*
CCC(=O)C1CCCN(C(=O)c2cccc(OC3CCN(S(C)(=O)=O)CC3)c2)C1 (configuration not stated)	1%	i	-1%	4%	-3%	-8	-4%	6%	-5%
O=C(CCCOc1ccc(Cl)cc1Cl)NCc1ccccn1	15%	i	-5%	8%	-11%	22	2%	-2%	4%
Cc1cc(=O)[nH]c(N/N=C/c2cccc(Br)c2)n1	0%	i	2%	-11%	22%	-12	0%	28%	-4%
CN(C)c1oc(-c2ccccc2[N+](=O)[O-])nc1C#N	-1%	?	7%	?	0%	-16	2%	·	-11%
CCCCc1cc(=O)oc2cc(C)cc(O)c12	0%	i	?	6%	?	-15	-13%	-35%	-46%
N#C/C(=C(/O)c1ccc(Cl)c([N+](=O)[O-])c1)c1nc2ccccc2[nH]1	-14%	i	-8%	12%	?	?	-13%	-17%	-40%
CCn1ncc(C2=NOC(C(=O)NCc3ccccc3)C2)c1C (configuration not stated)	1.8µM*	i	4.6µM*	3.7µM*	1.6µM*	57	2.8µM*	13%	-10%
COc1ccccc1OCC(=O)Nc1nc2c(s1)CC(C)CC2 (configuration not stated)	·	i	·	·	7%	·	·	7%	-23%
COc1ccc(NC(=O)CSc2nc3ccccc3c(=O)n2C)cc1	?	i	4%	-4%	-3%	-16	-16%	-19%	-6%
COc1ccc(CNC(=O)COC(=O)c2[nH]c(C)c(C(C)=O)c2C)cc1OC	1%	i	2%	-12%	-6%	25	3%	·	-18%
CN(C(=O)COC(=O)CNS(=O)(=O)/C=C/c1ccccc1)C1CCS(=O)(=O)C1 (configuration not stated)	-1%	i	?	-5%	-2%	14	0%	-10%	2%
CCC1(C)Cc2c(sc3nc4n(c(=O)c23)CCS4)CO1 (configuration not stated)	6%	?	3%	-6%	9%	-14	7%	1%	0%
O=C1c2cccc3cccc(c23)C(=O)N1Nc1ccccc1	-29%	i	?	2%	-12%	-5	-10%	-38%	-3%
Cc1ccc(C(=O)N2CCSCC2)cc1	-10%	i	3%	-1%	0%	0	6%[9.24 µM]	-6%	-3%
COc1ccc(C(=O)N2CCNC(=O)C2CC(=O)Nc2cc(Cl)ccc2OC)cc1 (configuration not stated)	13%	i	0%	-7%	2%	-15	16%	-1%	9%
O=C1C(Cl)=C(N2CCCCC2)C(=O)N1Cc1ccccc1	0%	i	?	-2%	-1%	-16	3%	0%	-4%
O=C(c1csc2c1CCCC2)N1CCN(c2ccccc2)CC1	-3%	i	?	-2%	8%	19	9%	-10%	-11%
Cc1ccc(S(=O)(=O)N2CCC(=O)N([C@H](COCc3ccc(Cl)cc3)C(C)C)CC2)cc1	-14%	?	·	·	?	22	-10%	-38%	·
O=C(CN1C(=O)CSC1=O)Nc1ccc(F)c(F)c1F	14%	?	1%	-2%	0%	0	17%	-3%	1%
O=S(=O)(Nc1ccc(-c2cn3c(n2)SCC3)cc1)c1cccs1	1%	i	3%	-8%	-6%	-3	13%	17%	8%

Record cards (already shown):
Cc1ccc(C(=O)N2CCSCC2)cc1 is entered as HT1080 IDH1KD tx = -10%; ATXN viability = i; MCF10A rerep = 3%; SW480 rereplic = -1%; KB-3-1 tox = 0%; IL1B secr inh = 0; HT1080-NT tox = 6%[9.24 µM]; ATXN2 expr inh = -6%; HepG2 tox = -3%
O=C(CN1C(=O)CSC1=O)Nc1ccc(F)c(F)c1F is entered as HT1080 IDH1KD tx = 14%; ATXN viability = ?; MCF10A rerep = 1%; SW480 rereplic = -2%; KB-3-1 tox = 0%; IL1B secr inh = 0; HT1080-NT tox = 17%; ATXN2 expr inh = -3%; HepG2 tox = 1%

Screening data as filed in PubChem BioAssay.
